Screening results deposited in PubChem BioAssay by National Center for Advancing Translational Sciences (NCATS).
EPAC2 antagonist: qHTS for Antagonist of cAMP-regulated guanine nucleotide exchange factor 2 (EPAC2): primary screen; Rap guanine nucleotide exchange factor 4 (Homo sapiens), Q8WZA2; actives 0.18% (n = 360,000); Potency, µM (top dose mostly 114 µM), without a hit: top-dose activity, negative = inhibition, actives largely listed as inhibitors; EPAC2 GEF exchange of Rap1B-BODIPY-GDP, fluorescence; also: potency is read from the fitted curve at half-maximal effect; % is scaled to controls: 0 for no effect and ±100 for the full control effect; nearly all actives have a fitted effect of over 45% in size; many of its hits are not listed in these tables
Target sequence (Q8WZA2 whole entry, looked up): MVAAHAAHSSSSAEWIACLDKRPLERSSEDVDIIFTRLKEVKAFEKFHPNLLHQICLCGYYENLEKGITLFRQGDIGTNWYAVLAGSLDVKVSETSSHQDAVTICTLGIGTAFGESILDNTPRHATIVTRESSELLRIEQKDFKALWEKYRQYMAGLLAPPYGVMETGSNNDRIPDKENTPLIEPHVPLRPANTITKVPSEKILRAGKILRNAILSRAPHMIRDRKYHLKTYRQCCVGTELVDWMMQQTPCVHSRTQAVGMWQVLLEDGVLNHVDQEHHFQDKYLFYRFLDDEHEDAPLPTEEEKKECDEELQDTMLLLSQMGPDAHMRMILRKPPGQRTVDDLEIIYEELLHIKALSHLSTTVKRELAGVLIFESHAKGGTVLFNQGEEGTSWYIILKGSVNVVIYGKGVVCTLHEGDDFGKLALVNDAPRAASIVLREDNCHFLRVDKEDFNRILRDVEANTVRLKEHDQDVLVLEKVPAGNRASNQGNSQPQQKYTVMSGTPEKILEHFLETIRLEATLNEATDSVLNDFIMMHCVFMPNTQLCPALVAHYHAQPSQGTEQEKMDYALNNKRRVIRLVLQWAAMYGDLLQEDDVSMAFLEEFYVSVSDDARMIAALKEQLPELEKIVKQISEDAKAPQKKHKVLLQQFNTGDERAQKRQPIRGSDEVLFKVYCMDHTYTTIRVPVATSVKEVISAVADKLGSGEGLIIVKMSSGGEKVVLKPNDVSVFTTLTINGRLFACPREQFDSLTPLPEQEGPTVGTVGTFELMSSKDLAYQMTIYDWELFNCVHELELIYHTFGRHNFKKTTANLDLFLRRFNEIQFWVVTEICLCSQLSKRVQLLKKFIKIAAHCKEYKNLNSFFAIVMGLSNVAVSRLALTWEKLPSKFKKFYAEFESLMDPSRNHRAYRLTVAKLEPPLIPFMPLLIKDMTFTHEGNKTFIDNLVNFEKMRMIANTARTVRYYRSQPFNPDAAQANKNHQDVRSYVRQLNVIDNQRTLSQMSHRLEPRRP
Nrf2 block: Nrf2 qHTS screen for inhibitors. Potency, µM (doses to about 46 µM), inactives show at the highest dose activity change, negative = inhibition, usual class: inhibitors. AID 504444, 2011. A549 ARE-Fluc reporter, luciferase luminescence, 18-24 h. actives 2.1% (n = 360,000); also: potency is read from the fitted curve at half-maximal effect; % is scaled to controls: 0 for no effect and ±100 for the full control effect; nearly all actives have a fitted effect of over 60% in size
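Concentration-response testing used A549 ARE_Fluc cells at 5000 cells/well. Following an 18-24 h compound incubation, viability was read by fluorescence (Ex 405/Em 525) and luciferase output by luminescence.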
EPAC2 agonist: qHTS for Agonist of cAMP-regulated guanine nucleotide exchange factor 4 (EPAC2): primary screen | Rap guanine nucleotide exchange factor 4 (Homo sapiens), Q8WZA2 | EPAC2 activation, biochemical qHTS; response scale: 100% = 6.5 mM cAMP response | Potency, µM (top dose mostly 154 µM), for the others: top-dose activation, usual class: activators | actives 0.079% (n = 360,000) | AID 720711, 2013; also: potency is read from the fitted curve at half-maximal effect; nearly all actives have a fitted effect of over 50% in size
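Compounds were added across a concentration range to EPAC2 (100 nM), RAP1B-BODIPY-GDP (250 nM) and GDP (50 uM). After 5 min at room temperature, fluorescence was recorded at 5-min intervals for 30 min.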
A549 viability: Nrf2 qHTS screen for inhibitors: counterscreen for cytotoxicity | actives 0.16% (n = 390,000) | Potency, µM (titrated, usually from 46 µM), for the others: at the top dose activity change, negative = cytotoxicity, usual class: inhibitors | A549 ARE-Fluc cells, CellTiter-Fluor viability, 18-24 h; also: potency is read from the fitted curve at half-maximal effect; % is scaled to controls: 0 for no effect and ±100 for the full control effect
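A549 ARE_Fluc cells in 5% FBS OPTI-MEM were exposed to compounds in concentration-response for 18-24 h at 37 deg C. Viability was read by CellTiter-Fluor fluorescence (Ex 405/Em 525) after 30 min, before the luciferase read.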
Nrf2 activator: qHTS of Nrf2 Activators; AID 624171, 2012; Potency, µM (series often up to 46.1 µM), without a hit: at the highest dose activation, most hits filed as activators; actives 0.31% (n = 410,000); AREc32 ARE-luciferase reporter (MCF7-derived line), luminescence, 24 h; also: potency is read from the fitted curve at half-maximal effect; % of control where 0% means no effect; nearly all actives have a fitted effect of over 65% in size
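Nrf2 activation is followed as ARE-luciferase induction in the AREc32 line after one day of compound treatment; luminescence is read with Steady-Glo.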
TGFb inhibitor: qHTS for Inhibitors of TGF-b; Potency, µM (series often up to 46.1 µM), for inactives: at the highest dose activity, negative = inhibition, usual class: inhibitors; HepG2 CAGA-GFP TGF-b/SMAD3 reporter, GFP fluorescence, 18 h; TGF-beta stimulated, 500 pg/mL final; actives 1.2% (n = 410,000); AID 588855, 2011; also: potency is read from the fitted curve at half-maximal effect; % is scaled to controls: 0 for no effect and ±100 for the full control effect; nearly all actives have a fitted effect of over 65% in size
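TGF-beta reporter screen: HEPG2 CAGA-GFP, 1% FBS, 500 pg/mL TGF-beta final, 18 h; per-cell GFP summed per well; curves fitted and categorized by class.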
MmCpn inh: Inhibitors of TCP-1 ring complex (TRiC) of Methanococcus maripaludis (MmCpn): qHTS; Chaperonin Mm-Cpn (Methanococcus maripaludis); purified Mm-Cpn ATPase, ADP Transcreener TR-FRET; Potency, µM (top dose mostly 76.9 µM), without a hit: at the highest dose activity, negative = inhibition, most hits filed as inhibitors; actives 0.031% (n = 330,000); also: potency is read from the fitted curve at half-maximal effect; % is scaled to controls: 0 for no effect and ±100 for the full control effect; nearly all actives have a fitted effect of over 80% in size
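TR-FRET (320 nm excitation; 590 and 665 nm emission) reports ADP made from 10 uM ATP by 25 nM enzyme; compounds were preincubated 10 min, reaction run 30 min, both at 37°C.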
pAkt inh: HTS Assay for Inhibitors of Akt Phophorylation: Primary Screen | Neuro2A IGF-stimulated pAkt S473 HTRF, 20 min; hits give low values | activity change, % for hits at 50 µM | actives 0.32% (n = 360,000); in the data active = activity change below about -80%; inconclusive = mostly about -51% to -80%; also: % is scaled to controls: 0 for no effect and ±100 for the full control effect
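Neuro2A cells (4,500/well, DMEM with 0.5% FBS) were treated with compound at a single 50 µM final concentration, stimulated with 6 nM IGF for 20 min at 37 °C, and lysed. Phospho-Akt Ser473 was read by HTRF as 665/615 ratio ×10^4.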
CCT modulator: High-Throughput Screening for Modulators of Cytosolic Chaperonin Activity. purified chaperonin ATPase assay, HTRF ADP detection, 30 min. activity change, % (no concentration beside the values), hits read low. actives 0.3% (n = 360,000). AID 651819, 2012; in the data active = activity change below about -30%; also: % is scaled to controls: 0 for no effect and ±100 for the full control effect
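Nucleotide hydrolysis assay: TRiC at 20–40 nM final (set by batch activity) with 10 uM ATP, 30 min at 37 °C, in presence of 76 uM compound. Detection by competitive ADP HTRF, 30 min ambient.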
Starred values were filed as active, the others as inactive; i = inactive; u = inconclusive; x = not tested or not shown; [ ] = dose if it differs, or a comment. Unless noted, calls follow the shape of the dose curve; as a rule, active = well fitted curve in the direction sought with a large enough effect; inconclusive = small, poorly fitted or top-dose-only effect, or another doubt; inactive = no such curve, though single readings can be large; an effect the other way counts as inactive or inconclusive.

SMILES | EPAC2 antagonist | Nrf2 block | EPAC2 agonist | A549 viability | Nrf2 activator | TGFb inhibitor | MmCpn inh | pAkt inh | CCT modulator
CCn1c(NN=O)nc2ccccc21 | 14% | u | 5% | -2% | -1.4% | u | -2% | i | -1.9
CCSC(=O)N1CCCCCC1 | -9% | 19% | -1% | 2% | 0.2% | -11% | 0% | i | -0.6
O=C1N[C@@H](Cc2ccccc2)C(=O)N2[C@H]1C[C@H]1c3ccccc3N(OOSc3ccccc3)[C@H]12 | -9% | -9% | -1% | -1% | -0.9% | -3% | x | i | 1.5
COc1ccccc1NC(=O)N1C[C@@H]2C[C@@H](C1)c1cccc(=O)n1C2 | -1% | 0% | 13% | 10% | -0.7% | 1% | 1% | i | -1.0
Cn1nccc1C(=O)N1CCC2(CC1)OCCO2 | 2% | -3% | -3% | -7% | 0.0% | 0% | 1% | i | -2.1
CC(C)S(=O)(=O)N1Cc2ccccc2-n2nncc2C1 | 6% | x | 19% | x | -0.4% | 6% | x | i | -1.4
Oc1cc(Cl)c(Cl)c(Cl)c1 | -28% | 8% | 0% | -3% | -1.2% | -26% | x | i | -0.1
COc1ccc(Cn2c(O)c(C=NCCN3CCOCC3)c(=O)[nH]c2=O)cc1 | -5% | 6% | 5% | -10% | 0.4% | u | 1% | i | -19
FC(F)(F)c1ccc(-c2ccc3c(c2)CNCc2cnnn2-3)cc1 | 2% | x | -2% | x | 0.7% | -25% | x | i | 2.0
CC(=O)N[C@@H]1CC[C@@]2(O)[C@H]3Cc4ccc(O)c5c4[C@@]2(CCN3CC2CC2)[C@@H]1O5 | 2% | -8% | 12% | 2% | 0.3% | 1% | 1% | i | -1.4
CC1(C)C2CC=C(CN3CCC(O)CC3)C1C2 (stereo unspecified) | 9% | u | 2% | 12% | 0.2% | -1% | 0% | i | 3.1
COc1ccc(-c2nn(CCC#N)cc2C(=O)Nc2ccccc2Br)cc1[N+](=O)[O-] | -11% | -8% | 6% | 5% | 0.3% | 5% | 1% | i | 0.2
COC(=O)C1=C(c2cc3ccccc3s2)C[C@@H]2CC[C@H]1N2C(=O)NCc1ccco1 | -20% | -10% | 8% | -1% | 3.6% | -7% | x | i | 1.9
CCOc1ccc(C(C)=O)cc1Cn1ccsc1=N | -9% | 1% | -6% | 5% | -0.2% | -23% | 2% | i | 1.0
c1ccc2c(c1)CNCc1cnnn1-2 | -2% | 1% | -1% | 0% | 0.1% | 25% | x | i | -1.8
Cc1nc2sccc2c(=O)n1-c1ccccc1Cl | 23% | 15% | 0% | 15% | 0.1% | 0% | 1% | i | -3.7
CC(=O)OC1=CC[C@H]2[C@@H]3CC[C@H]4C[C@H](OC(C)=O)[C@@H](OC(C)=O)C[C@]4(C)[C@H]3CC[C@]12C | -11% | 0% | -6% | 10% | -0.5% | -1% | 0% | i | -9.7
Cc1cccc(-n2c(/C=C/c3ccccc3O)nc3ccccc3c2=O)c1 | x | 10% | x | 1% | -3.7% | 11µM* | x | x | x
CN1C(=O)C(=Cc2ccccc2OCc2ccc(Cl)cc2)C(=O)N(C)C1=O | -1% | u | 2% | -3% | 5.4% | 1% | -4% | i | -3.2
CCCCn1nnnc1C(c1ccc(OC)cc1)N1CCC2(CC1)C(=O)NCN2c1ccccc1 (stereo unspecified) | u | x | 13% | x | 2.4% | u | x | i | -0.8
Cc1cccc(-n2c(C)nc3cc(C(=O)N4CCC5(CC4)OCCO5)ccc32)c1 | 10% | -8% | 7% | 0% | -0.3% | -23% | -1% | i | -2.5
COc1ccc(C(O)(c2ccccc2)c2ccncc2)cc1 (stereo unspecified) | 14% | -11% | 2% | -6% | -0.5% | 0% | x | i | -0.7
COc1ccc(C=C2C(=O)N(C)C(=O)N(C)C2=O)cc1CSc1ccccn1 | 7% | -6% | 15% | 11% | 21% | 8% | -3% | i | -1.0
COc1ccc(-n2c(C)nc3ccccc3c2=O)c([N+](=O)[O-])c1 | 3% | 2% | 10% | 0% | -1.2% | -14% | 0% | i | 0.3
C=C(C)[C@@H]1[C@H]2OC(=O)[C@H]1[C@]1(O)C[C@H]3O[C@]34C(=O)O[C@H]2[C@]14C | -7% | -2% | -1% | 1% | -0.8% | 0% | x | i | 0.9
CC(C)Oc1ccc(CCN)cc1Cl | -2% | -13% | -2% | -4% | 0.0% | 7% | 1% | i | -17
O=C(c1c[nH]c2ccc(S(=O)(=O)N3CCC4(CC3)OCCO4)cc2c1=O)N1CCC2(CC1)OCCO2 | 4% | -9% | 3% | 2% | 2.0% | 20% | 1% | i | 2.3
O=c1cc(CN2CCNCC2)nc2sccn12 | -4% | 0% | 6% | 1% | -0.7% | u | -1% | i | -0.2
CCN1CCN(Cc2cccnc2)CC1 | 6% | 1% | 7% | 5% | 0.0% | -19% | 2% | i | 1.2
O=C(Nc1ccc(F)cc1)N1CC2CC(C1)c1cccc(=O)n1C2 (stereo unspecified) | 3% | -28% | -2% | -3% | -0.7% | 14% | -1% | i | -5.8

The list goes on; it opens with the 2 that closed the last part.
SMILES | EPAC2 antagonist | Nrf2 block | EPAC2 agonist | A549 viability | Nrf2 activator | TGFb inhibitor | MmCpn inh | pAkt inh | CCT modulator
CCN1CCN(Cc2cccnc2)CC1 | 6% | 1% | 7% | 5% | 0.0% | -19% | 2% | i | 1.2
O=C(Nc1ccc(F)cc1)N1CC2CC(C1)c1cccc(=O)n1C2 (stereo unspecified) | 3% | -28% | -2% | -3% | -0.7% | 14% | -1% | i | -5.8
CCN(C(=O)COC(=O)c1cc(C)n(C2CC2)c1C)c1ccccc1 | 4% | 7% | 1% | 3% | -0.1% | -5% | -4% | i | -1.5
O=c1[nH]sc2cc(F)ccc12 | 2% | -12% | 2% | -6% | u | u | 0% | i | 0.4
CCOc1ccc(C2(C#N)CC[N+](C)(C)CC2)cc1 | 12% | 21% | 14% | -6% | -0.5% | -9% | 1% | i | 1.1
Cc1ccc(O)c(CN2CCN(c3ccccc3)CC2)c1 | 5% | 4% | 5% | -1% | -0.6% | 5% | -2% | i | -1.6
CCn1c(O)c(C=NCc2cccs2)c(=O)[nH]c1=O | 5% | -10% | 5% | 1% | 2.4% | -3% | 0% | i | 0.5
COC(=O)CN1C(=O)CN=C(c2ccccc2Cl)c2cc(Br)ccc21 | 0% | 12% | 4% | -8% | -0.3% | -10% | -6% | i | -1.1
CC1CCN(C(=O)COC(=O)c2cn(C)c3ccccc23)CC1 | -5% | 3% | 7% | 2% | 4.0% | 1% | -2% | i | 0.7
Cc1cccc(N2C(=O)CSC23C(=O)N(CC(=O)Nc2cccc(Cl)c2)c2ccccc23)c1 (stereo unspecified) | x | u | x | -24% | -0.1% | -24% | x | x | x
Cc1ccc(CNCCc2ccc(F)cc2)s1 | -2% | 11% | 4% | -2% | -0.2%[9.22 µM] | 10% | -9% | i | -0.3
Cc1ccc(-n2nc(C)c3c2OC(N)=C(C#N)C3c2ccc(F)cc2)cc1 (stereo unspecified) | 6% | u | 4% | -19% | 25% | u | 2% | i | 3.3
NC(=O)OCCSc1nnc(-c2cccc(C(N)=S)c2)o1 | -4% | u | 14% | -18% | 2.6% | 13% | -1% | i | -0.9
Cc1cccc(C(=O)Nc2ccc3c(c2)CC2(C(=O)N(C)C(=O)N(C)C2=O)C2CCCN32)c1 (stereo unspecified) | -7% | 15% | -9% | 0% | -0.3% | 13% | -4% | i | -2.9
COc1ccc(OC)c(NP(=O)(Oc2ccc(Cl)cc2)Oc2ccc(Cl)cc2)c1 | 3% | 0% | -7% | 3% | -0.5% | -17% | 3% | i | -2.1
Nc1ccc(C2(c3ccc(N)cc3)CCCCC2)cc1 | -2% | -2% | 0% | -9% | 0.2% | -24% | 1% | i | -6.8
C[C@H]1CC[C@@H]2[C@@H](C)[C@H]3[C@H](C[C@H]4[C@@H]5CC=C6C[C@@H](O[C@@H]7O[C@H](CO)[C@H](O)[C@H](O[C@@H]8O[C@H](CO)[C@@H](O)[C@H](O)[C@H]8O)[C@H]7O[C@@H]7O[C@@H](C)[C@H](O)[C@@H](O)[C@H]7O)CC[C@]6(C)[C@H]5CC[C@]34C)N2C1 | 38% | -22% | 4% | -18% | -3.3% | u | -2% | i | -0.9
COC(=O)C1=C(c2cc3ccccc3s2)C[C@@H]2CC[C@H]1N2C(=O)NC1CC1 | u | u | 11% | 0% | 0.1% | -26% | x | i | -3.9
CC1OC(C[N+](C)(C)C)CC1O (stereo unspecified) | 10% | -25% | -1% | -3% | -0.3% | 10% | -2% | i | 1.1
Cc1sc2ncnc(SCC(=O)Nc3ccc(S(=O)(=O)N4CCOCC4)cc3)c2c1C | 2% | u | 12% | 1% | 3.2% | 3% | -7% | i | -0.1
CS(=O)(=O)c1ccc(C2=C(CNC(=O)c3ccncc3)[C@H]3CC[C@@H](C2)N3Cc2ccccc2)cc1 | -2% | x | 4% | x | 3.2% | 1% | x | i | -0.1
C=CCn1c(O)c(C(CC)=NCc2ccc3c(c2)OCO3)c(=O)[nH]c1=O | -10% | u | 7% | 8% | 7.0% | -26% | 1% | i | -2.7

Entries above that have a nitro group on carbon:
SMILES | EPAC2 antagonist | Nrf2 block | EPAC2 agonist | A549 viability | Nrf2 activator | TGFb inhibitor | MmCpn inh | pAkt inh | CCT modulator
COc1ccc(-c2nn(CCC#N)cc2C(=O)Nc2ccccc2Br)cc1[N+](=O)[O-] | -11% | -8% | 6% | 5% | 0.3% | 5% | 1% | i | 0.2
COc1ccc(-n2c(C)nc3ccccc3c2=O)c([N+](=O)[O-])c1 | 3% | 2% | 10% | 0% | -1.2% | -14% | 0% | i | 0.3

The list is partial (hit frequency here may not be typical).
